# Screening results as filed in PubChem.
# uPA surface inh: qHTS for Inhibitors of Cell Surface uPA Generation; cell surface uPA generation assay, qHTS; Potency, µM (doses to about 38.3 µM), inactives show at the highest dose activity change, negative = inhibition, actives largely listed as inhibitors; 330,000 compounds, 0.31% hits; AID 540303, 2011; active means well fitted inhibition curve with a large enough effect; inconclusive means small, poorly fitted or top-dose-only effect; inactive means no such curve, though single readings can be large or run the other way; tested in mouse RAW 264.7 cells; further: potency means the concentration at half of the fitted maximal effect; on the % scale 0 is the no-effect control and ±100 the full control effect; nearly all actives have a fitted effect of over 55% in size
# B2AR arrestin: qHTS assay of beta-arrestin-biased ligands of beta2-adrenergic receptor; Beta-2 adrenergic receptor (Homo sapiens), P07550; beta-arrestin recruitment to beta2AR, cell-based reporter; Potency, µM (series often up to 46.1 µM), for the others: at the highest dose activation, hits mostly activators; 330,000 compounds, 0.02% hits; AID 492947, 2010;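 further: potency means the concentration at half of the fitted maximal effect; 0% = DMSO controls and full agonism = EC100 isoproterenol or metaproterenol; nearly all actives have a fitted effect of over 65% in size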
# Target sequence (P07550 whole entry, looked up): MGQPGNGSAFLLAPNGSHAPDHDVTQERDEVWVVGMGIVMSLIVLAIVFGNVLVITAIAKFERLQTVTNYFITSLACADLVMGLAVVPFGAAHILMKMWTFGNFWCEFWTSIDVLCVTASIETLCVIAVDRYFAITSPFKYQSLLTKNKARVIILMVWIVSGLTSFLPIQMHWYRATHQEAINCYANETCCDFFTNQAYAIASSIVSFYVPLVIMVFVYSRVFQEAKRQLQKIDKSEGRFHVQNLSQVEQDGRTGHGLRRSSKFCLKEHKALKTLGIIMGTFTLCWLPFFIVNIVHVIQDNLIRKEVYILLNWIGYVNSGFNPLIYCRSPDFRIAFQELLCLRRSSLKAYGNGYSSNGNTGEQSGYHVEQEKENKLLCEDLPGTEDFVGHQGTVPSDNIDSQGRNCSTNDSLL
# TSG101-PTAP inh: qHTS Assay for Iinhibitors of HIV-1 Budding by Blocking the Interaction of PTAP/TSG101; Potency, µM (top dose mostly 115 µM), without a hit: top-dose activity change, negative = inhibition, most hits filed as inhibitors; Tumor susceptibility gene 101 protein (Homo sapiens), Q99816; 340,000 tested, under 10 active; Fluorescence polarization, FITC-PTAP peptide / Tsg101 binding; active means well fitted inhibition curve with a large enough effect in the main read-out, with a control signal flat, not every such curve was filed as active; inconclusive means small, poorly fitted or top-dose-only effect, or effect the other way, or a change in a side signal; inactive means no such curve, though single readings can be large or run the other way; further: potency means the concentration at half of the fitted maximal effect; % of control where 0% means no effect
#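 Compounds were pin-transferred onto Tsg101 binding domain (10 uM final) in HEPES pH 7.5 buffer, then FITC-PTAP peptide was added at 50 nM final. After 20 min at RT, polarization reported peptide displacement across a qHTS concentration series.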
# ELG1 genotox: qHTS screen for small molecules that induce genotoxicity in human embryonic kidney (HEK293T) cells expressing luciferase-tagged ELG1; 330,000 compounds, 1.3% hits; Potency, µM (titrated, usually from 46 µM), without a hit: top-dose activity change, positive = activation, most hits filed as activators; AID 504466, 2011; HEK293T ELG1-luciferase reporter, luminescence, 16 h; further: potency means the concentration at half of the fitted maximal effect; % of control where 0% means no effect; nearly all actives have a fitted effect of over 60% in size
#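 DMSO vehicle served as control against compound-treated ELG1-luciferase HEK293T cells; exposure lasted 16 hr at 37 °C and 5% CO2, followed by ONE-Glo luminescence detection after 30 min.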
# Integrin act MD: qHTS for Activators of Integrin-Mediated Alleviation for Muscular Dystrophy; alpha7betagal myoblasts, beta-gal FDG fluorescence, 48 h; Potency, µM (top dose mostly 38.3 µM), for inactives: at the highest dose activation, hits mostly activators; 350,000 compounds, 0.064% hits; AID 624291, 2012;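 further: potency means the concentration at half of the fitted maximal effect; 100% = response of the positive control SU9516; nearly all actives have a fitted effect of over 60% in size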
#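 Alpha7betagal+/- myoblasts (passage 13) were plated 16-24 hr, then exposed to compounds (1:260 dilution of DMSO stock) for 48 hours at 37C. After MPER lysis, β-galactosidase reporter activity was read as FDG fluorescence (ex 480/em 540) after 30 minutes.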
# p53 reactivation: qHTS assay for re-activators of p53 using a Luc reporter. H1299 p53-A138V BP100-luciferase reporter, luminescence, 24 h. Potency, µM (top dose mostly 92.2 µM), for inactives: top-dose activity change, positive = activation, hits mostly activators. 320,000 compounds, 0.063% hits; further: potency means the concentration at half of the fitted maximal effect; % of control where 0% means no effect; nearly all actives have a fitted effect of over 45% in size
#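 H1299 (p53-null), stable ts p53-A138V + BP100-Luc; 1000 cells/well, Opti-MEM/10% FBS; cpd 4 pt, 1:5; 24 h, 37 deg C, 5% CO2; detection reagent 10 min RT; luminescence.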
# USP2a block: qHTS Assay for Inhibitors of Ubiquitin-specific Protease USP2a Using CHOP2 as the Reporter. USP2 core, Ub-CHOP2 coupled fluorogenic reporter, 485/531. Potency, µM (doses to about 38.3 µM), for inactives: at the top dose activity change, negative = inhibition, most hits filed as inhibitors. 330,000 compounds, 0.01% hits;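 further: potency means the concentration at half of the fitted maximal effect; plate controls were DMSO wells for no effect and full inhibition by NEM control for full effect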
#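 Cell-free coupled assay: 10nM USP2 core preincubated 30min RT with compound in Tris-HCl pH 8.0/CaCl2/CHAPS buffer, then 25nM Ub-CHOP2 and 25nM reporter substrate; fluorescence (Ex 485/Em 531) read after 60min RT, normalized to NEM inhibition, concentration-response curves fitted.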
# S-ASM inh: Inhibitors of Secretory Acid Sphingomyelinase (S-ASM): qHTS; placental ASM, HMU-PC fluorogenic substrate, 60 min; 340,000 compounds, 0.006% hits; Sphingomyelin phosphodiesterase (Homo sapiens), P17405; Potency, µM (titrated, usually from 57.5 µM), without a hit: at the highest dose activity change, negative = inhibition, usual class: inhibitors; further: potency means the concentration at half of the fitted maximal effect
# Target sequence (P17405 47-631 limits assumed): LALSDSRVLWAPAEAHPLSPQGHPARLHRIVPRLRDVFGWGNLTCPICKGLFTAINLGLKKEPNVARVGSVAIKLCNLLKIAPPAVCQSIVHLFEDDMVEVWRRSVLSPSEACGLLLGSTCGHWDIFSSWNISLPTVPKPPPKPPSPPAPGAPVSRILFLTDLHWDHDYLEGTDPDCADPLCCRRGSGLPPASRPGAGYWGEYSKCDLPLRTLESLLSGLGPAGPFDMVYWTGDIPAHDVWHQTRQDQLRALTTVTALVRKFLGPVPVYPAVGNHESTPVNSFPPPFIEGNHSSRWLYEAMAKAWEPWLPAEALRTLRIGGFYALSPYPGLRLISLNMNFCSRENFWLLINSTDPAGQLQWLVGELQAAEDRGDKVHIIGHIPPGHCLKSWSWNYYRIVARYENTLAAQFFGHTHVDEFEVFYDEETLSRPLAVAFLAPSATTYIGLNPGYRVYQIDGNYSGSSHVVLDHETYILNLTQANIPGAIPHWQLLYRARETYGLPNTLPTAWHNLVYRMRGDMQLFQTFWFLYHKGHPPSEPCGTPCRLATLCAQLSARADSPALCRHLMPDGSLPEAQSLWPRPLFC
#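 Fluorogenic HMU-PC substrate (9 uM final) is turned over by placental ASM in 60 min at 37 C after a 10 min compound preincubation. Reaction ended by alkaline stop (pH 10), with fluorescence read at 386/447 nm.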
# TRPV1 ag: HTS Assay for Compounds that Act as Agonists of the Vanilloid Receptor 1 | 320,000 compounds, 0.19% hits | activation, % at 8.33 µM | AID 540275, 2011 | TRPV1-expressing cells, Fluo-8 calcium influx, agonist mode | Transient receptor potential cation channel subfamily V member 1 (Homo sapiens), Q8NER1; in the data active means activation above about 80%; inconclusive means between about 30% and that limit; further: 0% is about no effect
#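 Fluo-8 calcium influx in TRPV1-expressing cells, kinetic read (ex 480/em 520 nm). Compound added and read 3 min for agonist activity, followed by capsaicin at EC20 final and 2 min further read for enhancement.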
# BRCA1 expr act: qHTS Assay to Identify Small Molecule Activators of BRCA1 Expression; MCF7-BRCA1-FFLuc reporter, luminescence, 48 h; response scale: scaled: vehicle 0%, 10 µM genistein 100%; Potency, µM (series often up to 46.1 µM), for inactives: at the highest dose activation, usual class: activators; 380,000 compounds, 1.1% hits; further: potency means the concentration at half of the fitted maximal effect; nearly all actives have a fitted effect of over 80% in size; some results filed as inactive show a strong effect at the top dose
#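 Luminescence from a BRCA1-driven firefly luciferase in MCF7 cells was read after 48 h compound exposure at 37 C. Data normalized against DMSO and a 10microM genistein activation control, then curve-fitted across the titration.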
# Eya2 phos inh: qHTS Assay for Inhibitors of the Phosphatase Activity of Eya2. recombinant Eya2, OMFP fluorescence dephosphorylation (OMFP is methylfluorescein phosphate). Potency, µM (doses to about 76.9 µM), for inactives: at the top dose activity, negative = inhibition, usual class: inhibitors. 330,000 compounds, 0.006% hits; further: potency means the concentration at half of the fitted maximal effect; on the % scale 0 is the no-effect control and ±100 the full control effect
#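 Eya2 (0.2 uM) preincubated 10 min at ambient with compound, then OMFP substrate added at 50 uM; 10 min reaction in 50 mM HEPES pH 7.5, 50 mM NaCl, 5 uM MgCl2, 0.05% BSA, 1 mM DTT. Fluorescence read at Ex 485/Em 525 nm.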
# Numbers without * were called inactive; ? = inconclusive; nt = not tested or not shown; [ ] = dose if it differs, or a comment. Unless noted, the call rests on the fitted dose curve; in most records, active means well fitted curve in the direction sought with a large enough effect; inconclusive means small, poorly fitted or top-dose-only effect, or another doubt; inactive means no such curve, though single readings can be large; an effect the other way counts as inactive or inconclusive.
# Every second line gives: uPA surface inh	B2AR arrestin	TSG101-PTAP inh	ELG1 genotox	Integrin act MD	p53 reactivation	USP2a block	S-ASM inh	TRPV1 ag	BRCA1 expr act	Eya2 phos inh
COc1ccc(OC)c(NC(=O)c2ccc(CN3CCc4ccccc4C3)cc2)c1
 : 5%	0.4%	0%	-7%	-12%	7%	-2%	-2%	1	-4%	0%
CCN(CC1COc2ccccc2O1)C(=S)NCCCN(C)C (stereo not drawn)
 : 2%	-0.2%	2%	1%	-59%[inhibitor]	-1%	7%	-1%	-6	-11%	3%
O=C(Oc1ccc(C(=S)N2CCC(O)CC2)cc1)c1ccc(Cl)cc1
 : -1%	-0.2%	-1%	0%	17%	-2%	2%	-1%	17	5%	-5%
COc1ccccc1S(=O)(=O)Cc1ccc(C(=O)NCCCN2CCN(c3ccc(F)cc3)CC2)o1
 : -8%	-0.4%	-4%	-16%	-11%	-14%	0%	4%	-2	-6%	4%
Nc1ccc(N2CCOCC2)c2nonc12
 : -14%	-0.7%	-5%	11%	-12%	-8%	2%	-1%	-1	-2%	-7%
COc1ccc(NS(=O)(=O)c2cccc(C(=O)OCC(=O)Nc3cc(C)on3)c2)cc1
 : -12%	-0.6%	-6%	-7%	14%	-5%	1%	-4%	-1	9%	19%
COc1ccc(S(=O)(=O)Nc2cccc3ccc(O)cc23)cc1
 : -13%	nt	-1%	nt	-22%	nt	nt	-1%	nt	-69%	nt
Cc1nc2ccc(N)cc2s1
 : -4%	-0.1%	2%	6%	-3%	0%	2%	2%	-1	-6%	-12%
COc1ccccc1OCCSc1nc(C)c(Cc2ccccc2)c(=O)[nH]1
 : -5%	0.1%	0%	-2%	-9%	2%	-5%	-1%	17	6%	-12%
Cc1coc(C)c1C(=O)CC1(O)C(=O)N(Cc2ccccc2)c2ccccc21 (stereo not drawn)
 : -2%	nt	-3%	nt	-26%	nt	nt	1%	0	-1%	nt
COc1cc(Cl)c(C)cc1NC(=O)c1ccccc1-n1cnnn1
 : -7%	0.4%	0%	2%	-3%	-13%	2%	1%	nt	-52%	2%
O=P1(NC2CCCCC2)OCC2(CO1)COP(=O)(NC1CCCCC1)OC2 (stereo not drawn)
 : -4%	nt	-6%	nt	12%	nt	nt	1%	nt	-24%	nt
CNC(=S)Nc1cccc(S(=O)(=O)NC2=NCCC2)c1
 : 0%	0.0%	-3%	2%	0%	-5%	0%	9%	0	-6%	12%
Cc1cc(C)nc(N(C#N)CC(=O)Nc2ccccc2)n1
 : 5%	0.5%	-4%	3%	23%	?	1%	4%	5	-42%	7%
CC1C(=O)Nc2ccc(S(=O)(=O)NCCc3ccc(Cl)cc3)cc2NC1=O (stereo not drawn)
 : 2%	-0.1%	-3%	-2%	-20%	nt	1%	-1%	0	28%	4%
COCCSc1nnc(NC(=O)c2ccc3c(c2)OCO3)s1
 : -17%	-0.1%	1%	?	-4%	1%	0%	1%	?	76%	-9%
Cc1ccc2c(c1)N(Cc1ccc3c(c1)OCO3)C(=O)C(C)O2 (stereo not drawn)
 : nt	0.0%	-3%	0%	-7%[7.66 µM]	-33%[inhibitor]	0%	-2%	?	-1%	-4%
COC(=O)c1ccc(CSc2ccc3nnc(-c4ccccc4)n3n2)o1
 : -2%	-0.1%	-8%	?	8%	-2%	1%	-3%	-1	11%	12%
CC1(C)SC(=S)N(Cc2ccc3c(c2)OCO3)C1N(O)C(=O)NC1CCCCC1 (stereo not drawn)
 : 4%	0.5%	-3%	-3%	35%	17%	3%	-5%	3	-32%	10%
CCc1nnc(NC(=O)C23CC4CC(CC(C4)C2)C3)s1
 : 1%	0.3%	-9%	?	-21%	?	2%	4%	?	11µM*	-10%
CC(C)c1nnc(NC(=O)CCC(=O)NCCc2ccccc2)s1
 : 1%	-0.3%	-1%	0%	39%	-1%	-1%	2%	0	-6%	1%
O=C(NC1CCCCC1)N1CCN(c2nc(-c3ccccc3)cs2)CC1
 : 5%	0.1%	-2%	4%	-14%	-4%	3%	-2%	4	-43%	-6%
Cc1ccc2cc(CCNC(=O)CCCc3ccccc3)c(=O)[nH]c2c1
 : 3%	-1.0%	0%	0%	-10%	5%	0%	5%	0	-8%	-13%
O=C(CSc1nnc(-c2ccc(F)cc2)c2ccccc12)Nc1c(F)cccc1F
 : -16%	-0.4%	0%	0%	10%	14%	2%	-5%	2	-43%	-3%
CC1(c2ccccc2)NC(=S)N2C1NC(=S)N2c1ccccc1 (stereo not drawn)
 : 1%	0.1%	-4%	5%	-16%	1%	6%	0%	-2	-6%	-21%
CC(C)CN(CC(C)C)C(=O)CCCC(=O)N(CC(C)C)CC(C)C
 : 2%	-0.7%	-1%	-6%	9%	-2%	2%	1%	21	-8%	3%
COc1cc(C2CC(=O)Nc3n[nH]c(-c4ccccc4)c32)cc(OC)c1OC (stereo not drawn)
 : ?	-0.9%	-1%	?	-16%	-3%	-2%	0%	0	-34%	-3%
CN(CC(=O)Nc1ccc(F)cc1)C(=O)CSc1ccc2c(c1)OCCO2
 : 1%	0.0%	-2%	-1%	7%	3%	0%	0%	1	0%	6%
OCCN(CC#CCn1c2ccccc2c2ccccc21)CCO
 : 21%	-0.9%	-6%	0%	-16%	-5%	2%	-2%	10	7%	-11%
C=CCn1c(SCc2nc3sc(C(=O)O)c(C)c3c(=O)[nH]2)nnc1-c1ccccc1
 : 1%	0.2%	-12%	0%	7%	-1%	0%	8%	1	-2%	-10%
O=S(=O)([O-])CCC[n+]1c(/C=C\Nc2ccccc2)oc2ccc(-c3ccccc3)cc21
 : nt	-0.1%	nt	1%	nt	0%	?	nt	?	nt	?
Cc1sc2ncnc(N3CCC(C(=O)NNC(=O)COc4ccccc4Cl)CC3)c2c1C
 : 19%	0.0%	0%	-45%[inhibitor]	21%	-7%	0%	nt	-1	-79%	-36%
O=C(COc1ccc([N+](=O)[O-])cc1)Nc1ccc2c(c1)OCO2
 : -6%	0.1%	0%	0%	-3%	-2%	2%	-1%	6	-3%	4%
CCOC(=O)c1sc(NC(=O)CN2C(=O)NC3(CC(C)CC(C)(C)C3)C2=O)c(C(=O)OCC)c1C (stereo not drawn)
 : -1%	-0.8%	0%	-4%	-3%	-12%	2%	-5%	1	0%	3%
O=C(CN1CCN(C2CCCCC2)CC1)Nc1cccc2ccccc12
 : -4%	0.4%	-1%	1%	-10%	6%	9%	-1%	2	-20%	3%
Cc1ccc(NC(=O)CNC(=O)Cc2cccc3ccccc23)c(O)c1
 : 0%	-0.5%	-1%	1%	-20%	13%	-2%	-2%	2	2%	15%
CC(=O)Nc1cccc(/C(C)=N/NS(=O)(=O)c2ccc(C)cc2)c1
 : 1%	-0.2%	-1%	2%	18%	-2%	3%	4%	-6	0%	0%
Cn1c(=O)[nH]c(=O)c2c1nc(N1CCCCCC1)n2CCSc1nc2ccccc2o1
 : ?	-0.5%	-6%	4%	12%	1%	7%	1%	-1	5%	-10%
O=C(NCCC1CCCCN1S(=O)(=O)c1ccc(Cl)cc1)C(=O)NCc1cccnc1 (stereo not drawn)
 : 3%	-0.3%	-8%	1%	2%	-1%	0%	-2%	0	-57%	-35%
CCN(CC)CCN1C(=O)C(O)=C(C(=O)c2ccc(C)o2)C1c1ccccn1 (stereo not drawn)
 : -7%	nt	-8%	nt	0%	nt	nt	-2%	nt	-12%	nt
Cc1cccc(N(CC(=O)NC(C)(C)C)C(=O)CCC(=O)Nc2nccs2)c1
 : -14%	-4.4%	-2%	-6%	13%	nt	0%	-3%	6	-2%	-22%
CC(NC(=O)c1ccncc1)c1ccccc1 (stereo not drawn)
 : 3%	0.1%	-10%	-2%	-16%	0%	-1%	-5%	-3	-1%	10%
CCOC(=O)C1(CCCc2ccccc2)CCN(CCCn2cccn2)CC1
 : -16%	0.4%	-5%	-4%	-18%	-1%	1%	0%	0	-1%	-10%
CC(NS(=O)(=O)c1ccccc1)C(=O)Nc1ccc(S(N)(=O)=O)cc1 (stereo not drawn)
 : nt	-0.2%	-4%	1%	7%	-21%	0%	-2%	-2	2%	2%
